Screening data from PubChem.
procasp7 counter – procaspase-7 activators, primary screen, counter-screen for procaspase-3 activator project, biochemical, absorbance, HTS, human | Caspase-7 (Homo sapiens), P55210 | recombinant procaspase-7, Ac-DEVD-pNA absorbance 405 nm; D23A/D198A/D206A triple mutant, cannot self-cleave; scale: DMSO 0, 5 µM enzyme 100 | activation, % at 8.5 µM | 0.093% of 330,000 active | AID 463210, 2010;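 active = percent activation above the screen-wide mean plus 3 SD, cut at about 25% in these data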
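System: Procaspase-7 triple mutant (PC-7 D3A); measure: % activation from two-timepoint absorbance difference, scaled to controls; times: 1 h compound preincubation, 2 h substrate cleavage, 25 °C; also added: Ac-DEVD-pNA substrate, 400 µM as added; measured by: Epi-absorbance of released pNA at 405 nm, two timepoints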
procasp3 activ – activators of human procaspase-3 D3A mutant, primary screen, biochemical, absorbance, PC-3 D3A mutant, single concentration; activation, % at 8.5 µM; 0.11% of 330,000 active; AID 463141, 2010; recombinant procaspase-3 D3A, Ac-DEVD-pNA absorbance 405 nm;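 active = activation above the mean of all tested compounds plus 3 SD, cut at about 21% in these data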;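 note: 0% = DMSO alone and 100% = DMSO wells spiked with extra 5 µM PC-3 D3A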
Target sequence (P42574 whole entry D9A/D28A/D175A): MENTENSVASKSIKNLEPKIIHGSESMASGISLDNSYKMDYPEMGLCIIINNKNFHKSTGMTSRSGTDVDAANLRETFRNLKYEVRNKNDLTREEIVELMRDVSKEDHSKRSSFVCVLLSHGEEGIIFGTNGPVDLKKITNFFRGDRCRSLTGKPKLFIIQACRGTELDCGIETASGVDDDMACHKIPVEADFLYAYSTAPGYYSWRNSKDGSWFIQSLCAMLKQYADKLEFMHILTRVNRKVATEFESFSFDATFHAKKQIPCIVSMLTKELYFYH
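Assay system – Procaspase-3 D3A mutant · Benchmarks – DMSO low control, extra-enzyme high control · Technique – 405 nm absorbance of p-nitroaniline, reads at 0 and 120 min · Doses – 8.5 µM nominal · Measure – % activation between DMSO and enzyme-spiked controls · Also added – Ac-DEVD-pNA chromogenic peptide substrate · Schedule – 1 h compound preincubation, 2 h substrate hydrolysis at 25 °C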
PP5 inh – PP5 phosphatase inhibitors, primary screen, biochemical, fluorescence. 0.18% of 320,000 active. purified PP5c, OMFP substrate fluorescence. Serine/threonine-protein phosphatase 5 (Homo sapiens), P53041. inhibition, % at 6.7 µM;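 active = inhibition above the campaign's mean inhibition across all tested compounds plus 3 SD, cut at about 9.5% in these data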;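 note: 0% = DMSO only and 100% = 100 µM cantharidin control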
PP1 counter – PP1-alpha phosphatase inhibitors, primary screen, counter-screen for PP5 inhibitor project, biochemical, fluorescence, OMFP substrate, single point | Serine/threonine-protein phosphatase PP1-alpha catalytic subunit (Homo sapiens), P62136 | purified PP1alpha | inhibition, % at 6.7 µM | 0.9% of 320,000 active;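 active = inhibition above the mean inhibition of all tested compounds plus 3 SD, computed separately for each screening campaign, cut at about 15% in these data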
Target sequence (P62136 whole entry, looked up): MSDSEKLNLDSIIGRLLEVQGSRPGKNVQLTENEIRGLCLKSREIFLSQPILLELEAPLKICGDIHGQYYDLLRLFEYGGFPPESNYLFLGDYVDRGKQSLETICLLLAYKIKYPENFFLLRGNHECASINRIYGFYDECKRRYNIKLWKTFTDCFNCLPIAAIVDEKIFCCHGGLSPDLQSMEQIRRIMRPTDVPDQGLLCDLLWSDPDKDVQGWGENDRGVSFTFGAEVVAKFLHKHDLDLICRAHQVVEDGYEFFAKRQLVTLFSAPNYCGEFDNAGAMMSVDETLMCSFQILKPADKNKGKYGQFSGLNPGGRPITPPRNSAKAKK
Fh CTSL1 inh – Fasciola hepatica cathepsin L1 inhibitors, primary screen, counter-screen for PFM18AAP inhibitor project, biochemical, QFRET, fluorogenic peptide substrate; 0.49% of 300,000 active; inhibition, % at 5.96 µM; AID 1906, 2009; recombinant F. hepatica cathepsin L1, Z-Leu-Arg-MCA fluorescence;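 active = inhibition above the mean of all tested compounds plus 3 SD, set per screening campaign, cut at about 17% in these data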;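 note: 0% = plate median of test compound wells and 100% = 1 µM Z-Phe-Ala-diazomethylketone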
GASC-1 inh – inhibitors of GASC-1 histone demethylase, primary screen, biochemical, fluorescence, DELFIA europium; Lysine-specific demethylase 4C (Homo sapiens), Q9H3R0; inhibition, % at 2.35 µM; GST-JMJD2C(1-420) H3K9me3 demethylation; AID 2099, 2009; 0.069% of 330,000 active;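 active = more than half of a compound's replicate wells show inhibition beyond 50%, single wells judged on their own value; inconclusive = some, but no more than half, of replicates pass 50% inhibition; inactive = no replicate passes 50% inhibition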;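 note: signal counts dimethyl H3K9 product captured on neutravidin plate; 0% = median of DMSO wells and 100% = 0.3 times that DMSO median; strong numbers were not always called active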
Target sequence (Q9H3R0 1-420 limits assumed): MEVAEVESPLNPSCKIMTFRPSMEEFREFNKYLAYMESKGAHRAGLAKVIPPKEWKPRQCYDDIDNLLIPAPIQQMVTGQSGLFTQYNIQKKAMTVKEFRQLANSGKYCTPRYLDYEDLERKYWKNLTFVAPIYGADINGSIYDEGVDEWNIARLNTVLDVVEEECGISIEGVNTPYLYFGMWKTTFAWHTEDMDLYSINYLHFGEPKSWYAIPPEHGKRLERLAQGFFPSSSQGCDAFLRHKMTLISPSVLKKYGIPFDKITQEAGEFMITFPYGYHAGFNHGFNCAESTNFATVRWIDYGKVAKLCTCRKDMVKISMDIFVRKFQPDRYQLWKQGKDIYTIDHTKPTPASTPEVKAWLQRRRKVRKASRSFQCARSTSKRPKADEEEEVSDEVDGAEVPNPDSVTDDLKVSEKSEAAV
Efflux pump inh – inhibitors of Candida efflux pumps in yeast, primary screen, S. cerevisiae, Nile Red, multiplex; 0.44% of 330,000 active; S. cerevisiae Candida pump triplex; inhibition, % at 10 µM; AID 485275, 2010;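 active = plate passing quality check with inhibition over a set limit, or well fluorescence over plate mean plus 4 SD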;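 note: Nile Red retained in pooled yeast measured as flow cytometry median fluorescence; 0% = buffer negative control and 100% = Enniatin B positive control; higher means more Nile Red kept so more efflux inhibition; some compounds called inactive have numbers as strong as hits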
HCV core dimer – inhibitors of HCV core protein dimerization, primary screen, biochemical, TR-FRET, high-throughput. TR-FRET GST/Flag-core106 dimerization, 1536-well. inhibition, % at 5 µM. AID 1899, 2009. 0.33% of 300,000 active;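 active = inhibition above the mean of all tested compounds plus 3 SD, set per screening campaign, cut at about 45% in these data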
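System: GST/Flag-tagged HCV core106 proteins. Incubation: compound-protein-antibody incubation 4 h at 22.5 °C. Technique: HTRF with 340 nm excitation, 617/671 nm emission. Medium: KF-containing HEPES buffer, pH 7.45, DTT, CHAPS, BSA. Read-out: inhibition (%) from 671 over 617 nm ratio. Also added: Eu(K)-anti-GST 90 ng/mL plus XL665-anti-Flag 1 µg/mL.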
TPT1 inh – Candida albicans TPT1 enzyme inhibitors, primary screen, biochemical, fluorescence polarization. tRNA 2'-phosphotransferase TPT1 (Candida albicans SC5314). recombinant caTPT1, FP RNA substrate dephosphorylation. inhibition, % at 5 µM. 0.81% of 300,000 active. AID 1962, 2009;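 active = inhibition above the mean of all tested compounds plus 3 SD, set per screening campaign, cut at about 24% in these data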;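 note: plate controls were DMSO alone for no effect and ferristatin control at 100 nM for full effect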
Numbers without * were called inactive; ? = inconclusive; / = no result given. An unsorted share of the library, and some 2.9% of all compounds hit somewhere here.

The first two entries as a preview:
1: CC(NC(=O)c1cccnc1)C(c1cccs1)N1CCN(c2ccccc2F)CC1 (stereo unspecified)
2: CC1(C(=O)NNC(=O)c2cccc([N+](=O)[O-])c2)CC1(Br)Br (stereo unspecified)

Compound	1	2
procasp7 counter	4	-18
procasp3 activ	1	-4
PP5 inh	1.1	2.2
PP1 counter	-1	-3
Fh CTSL1 inh	-1	10
GASC-1 inh	0	-19
Efflux pump inh	0.1	0.0
HCV core dimer	1	-11
TPT1 inh	1	-2

This part in full, repeating the preview:
1: CC(NC(=O)c1cccnc1)C(c1cccs1)N1CCN(c2ccccc2F)CC1 (stereo unspecified)
2: CC1(C(=O)NNC(=O)c2cccc([N+](=O)[O-])c2)CC1(Br)Br (stereo unspecified)
3: C=CCNC(=O)C1CC2Cn3c(nc4cc(Cl)c(Cl)cc43)C2N1C (stereo unspecified)
4: CCN1CCCC1CN(Cc1cc2ccc(C)cc2[nH]c1=O)C(=S)Nc1ccccc1C(=O)OC (stereo unspecified)
5: CC12CN3CC(C)(CN(C1)C3c1ccc([N+](=O)[O-])o1)C2=O (stereo unspecified)
6: COc1cccc(OC)c1OCC(O)CN1CCN(c2ccccc2F)CC1 (stereo unspecified)

Compound	1	2	3	4	5	6
procasp7 counter	4	-18	1	-10	-3	-4
procasp3 activ	1	-4	3	-4	2	5
PP5 inh	1.1	2.2	3.7	-1.0	1.1	2.6
PP1 counter	-1	-3	1	-2	-3	3
Fh CTSL1 inh	-1	10	0	2	-3	-4
GASC-1 inh	0	-19	7	10	9	-18
Efflux pump inh	0.1	0.0	-0.1	-0.1	-0.1	0.1
HCV core dimer	1	-11	-6	4	3	0
TPT1 inh	1	-2	-3	-5	-2	-2

Three compounds from above, showing only PP5 inh, Efflux pump inh and PP1 counter:
cpd | SMILES | PP5 inh | Efflux pump inh | PP1 counter
3 | C=CCNC(=O)C1CC2Cn3c(nc4cc(Cl)c(Cl)cc43)C2N1C (stereo unspecified) | 3.7 | -0.1 | 1
4 | CCN1CCCC1CN(Cc1cc2ccc(C)cc2[nH]c1=O)C(=S)Nc1ccccc1C(=O)OC (stereo unspecified) | -1.0 | -0.1 | -2
5 | CC12CN3CC(C)(CN(C1)C3c1ccc([N+](=O)[O-])o1)C2=O (stereo unspecified) | 1.1 | -0.1 | -3

Further records
7: O=C(c1ccc(F)cc1)c1ccc(OCC(=O)N2CCOCC2)cc1
8: O=S(=O)(Nc1nc2ccccc2nc1Cl)c1cccc(C(F)(F)F)c1
9: COc1ccc(-c2[nH]ncc2CN2CCC(c3ccncc3)CC2)cc1F
10: Cc1ccc(-c2nc(NCCCO)c3ccccc3n2)cc1
11: CC(=O)N1N=C(c2cccs2)CC1c1ccc(Br)cc1 (stereo unspecified)
12: COCc1cc(=O)n2[nH]c(C(F)(F)F)nc2n1

Compound	7	8	9	10	11	12
procasp7 counter	0	-4	5	-5	-2	5
procasp3 activ	6	-6	-1	12	0	-3
PP5 inh	/	1.0	-0.1	0.6	-1.3	1.3
PP1 counter	/	2	-6	-2	1	1
Fh CTSL1 inh	/	1	-7	-5	-1	-3
GASC-1 inh	13	-4	2	-6	-9	4
Efflux pump inh	0.2	0.0	0.1	0.0	0.1	-0.2
HCV core dimer	/	-7	-4	-3	-16	-4
TPT1 inh	/	-5	1	0	0	-3

13: C=C/C(C)=C/CC1C(=C)CCC2C(C)(C(=O)O)CCCC12C (stereo unspecified)
14: COc1ccc(CCN(C)S(=O)(=O)c2ccc(Cl)nc2)cc1OC
15: Cc1cc(N2CCOCC2)nc2ccc(NC(=O)CCC(=O)N3CCN(c4cccc(C(F)(F)F)c4)CC3)cc12
16: CSc1nc(Cl)c(Cc2ccc(OCC(C)C)cc2)c(N2CCOCC2)n1
17: Cc1c(C(=O)O)cccc1-c1ccc(/C=C2\SC(=O)NC2=O)o1
18: CCOC(=O)NC(=O)CSc1ccc(C)cc1C

Compound	13	14	15	16	17	18
procasp7 counter	6	-2	7	-3	-20	12
procasp3 activ	2	-2	-1	3	-11	0
PP5 inh	-1.8	1.1	5.4	1.6	-4.4	-2.2
PP1 counter	0	-2	3	-2	-8	4
Fh CTSL1 inh	4	5	3	0	0	0
GASC-1 inh	-22	4	23	-5	-9	-5
Efflux pump inh	-0.5	0.0	0.0	-0.1	0.2	0.1
HCV core dimer	23	-4	4	10	-20	-15
TPT1 inh	-2	-4	2	0	1	-3

19: CC1(C)CC(N=Cc2c(O)n(Cc3ccc4c(c3)OCO4)c(=O)c3ccccc23)CC(C)(C)N1
20: Cc1cc(C)n2c(SCC(=O)NC3CCCC(C)C3C)nnc2n1 (stereo unspecified)
21: Cn1c(C(=O)N2CCCC(C(=O)NCc3ccc4c(c3)OCO4)C2)cc2sccc21 (stereo unspecified)
22: O=C(Cc1cccs1)Nc1cccc(-c2nc3ccccc3[nH]2)c1
23: CC(C)(C)NC(=O)NC(=O)CN1CCN(S(=O)(=O)c2ccc3c(c2)OCCO3)CC1
24: CCOC(=O)CC(NC(=O)c1cccs1)c1ccc(C)cc1 (stereo unspecified)

Compound	19	20	21	22	23	24
procasp7 counter	8	7	-4	3	10	12
procasp3 activ	3	3	3	3	-7	-3
PP5 inh	-0.3	3.2	-2.9	2.4	0.0	0.6
PP1 counter	1	2	-1	-1	-4	4
Fh CTSL1 inh	0	3	4	-2	6	0
GASC-1 inh	-19	17	3	1	-4	-2
Efflux pump inh	0.1	-0.2	0.1	0.0	0.2	-0.5
HCV core dimer	-7	38	4	6	-2	-13
TPT1 inh	1	5	-5	0	2	-2

25: NC(=O)c1ccc(N2CCCCC2)c(N2C(=O)C3CC=CCC3C2=O)c1 (stereo unspecified)
26: COc1ccccc1Nc1ncnc2c1oc1ccccc12
27: O=C1C2CC=CCC2C(=O)N1c1ccc(NCCc2ccc(Cl)cc2)c([N+](=O)[O-])c1 (stereo unspecified)
28: CCOc1cc(/C=N/NC(=O)CCCC(=O)NC2CCCCC2)ccc1O
29: COCc1cc(C)nc(SCc2nc3ccccc3c(=O)[nH]2)c1C#N
30: Cc1cccc(COCC(CC(C)C)N2CCN(C(=O)c3ccc(C(C)(C)C)cc3)CCC2=O)c1 (stereo unspecified)

Compound	25	26	27	28	29	30
procasp7 counter	2	7	7	5	-4	-3
procasp3 activ	0	5	-2	-3	-8	-1
PP5 inh	-8.0	2.2	-2.9	0.0	-1.2	5.6
PP1 counter	-4	1	-4	-1	-1	7
Fh CTSL1 inh	3	3	3	-2	2	6
GASC-1 inh	?	2	2	10	-2	-7
Efflux pump inh	0.1	0.0	-0.2	0.0	-0.1	/
HCV core dimer	-1	5	16	4	-8	8
TPT1 inh	0	1	-1	-3	-4	3

31: COc1ccccc1NC(=O)c1ccc(SCC(=O)NCc2ccccc2Cl)c([N+](=O)[O-])c1
32: CCOC(=O)c1ccc(N2C(=O)c3n[nH]c(C)c3C2c2ccccn2)cc1 (stereo unspecified)
33: Cc1c(C(=O)c2ccc(Cl)c([N+](=O)[O-])c2)c2ccccn2c1CCC#N
34: COc1cc(C(=O)Nc2cc(-c3ccccc3)[nH]n2)cc(OC)c1OC
35: C=C(C)C1CC=C(CN2CCC(C(=O)OCC)CC2)CC1 (stereo unspecified)
36: COc1ccc(OC)c(-n2c(-c3ccc(O)cc3O)n[nH]c2=S)c1

Compound	31	32	33	34	35	36
procasp7 counter	-2	-4	17	-8	-14	-9
procasp3 activ	0	7	-9	-8	-10	-6
PP5 inh	0.1	-0.1	1.9	2.3	2.3	-0.8
PP1 counter	6	0	0	20*	-7	-3
Fh CTSL1 inh	2	2	-1	-1	0	-1
GASC-1 inh	7	2	2	35	21	2
Efflux pump inh	-0.5	-0.1	-0.4	-0.2	0.2	0.0
HCV core dimer	53*	2	2	1	4	-2
TPT1 inh	-2	-3	-3	-1	-5	2

37: CN1/C(=C\C(=O)c2cccnc2)Sc2ccccc21
38: CCOC(=O)c1sc(NC(=O)c2ccc(S(=O)(=O)N3CCOCC3)cc2)cc1C
39: O=C(CN1C(=O)/C(=C2\SC(=S)N(CCS(=O)(=O)O)C2=O)c2ccccc21)Nc1cccc(Br)c1
40: CCOC(=O)CN1C(=O)N[C@@H](c2cccc(C(F)(F)F)c2)[C@H](C(C)=O)[C@H]1C
41: CCc1ccc(NC(=O)[C@H](C)NC(=O)C2CCN(C(=O)[C@@H](NC(=O)OC(C)(C)C)C(C)C)CC2)cc1
42: CCOC(=O)c1ccc(-c2n[nH]c(=O)c3ccccc23)cc1

Compound	37	38	39	40	41	42
procasp7 counter	2	6	-30	4	2	12
procasp3 activ	-21	-9	-21	-6	1	-9
PP5 inh	-1.0	5.9	1.8	1.3	-0.5	-0.4
PP1 counter	-3	10	37*	-2	-1	0
Fh CTSL1 inh	2	1	-2	1	-1	0
GASC-1 inh	3	-9	3	-2	8	-4
Efflux pump inh	0.1	0.0	-0.1	-0.1	0.1	-0.1
HCV core dimer	1	9	-13	-18	10	-1
TPT1 inh	6	2	3	-4	1	-4
